# Assay outcomes (PubChem)
# ERp5 block = blocks human ERp5 reductase activity on insulin | inhibition, % at 9.99 µM | Q15084 | 0.05% of 350,000 active | AID 651711 | ERp5 insulin aggregation, absorbance 650 nm, 90 min;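 active means mean replicate inhibition above about 25%, with every replicate also reaching it, limit read from the data, passing the limit was not always enough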
# Target sequence (Q15084 whole entry, looked up): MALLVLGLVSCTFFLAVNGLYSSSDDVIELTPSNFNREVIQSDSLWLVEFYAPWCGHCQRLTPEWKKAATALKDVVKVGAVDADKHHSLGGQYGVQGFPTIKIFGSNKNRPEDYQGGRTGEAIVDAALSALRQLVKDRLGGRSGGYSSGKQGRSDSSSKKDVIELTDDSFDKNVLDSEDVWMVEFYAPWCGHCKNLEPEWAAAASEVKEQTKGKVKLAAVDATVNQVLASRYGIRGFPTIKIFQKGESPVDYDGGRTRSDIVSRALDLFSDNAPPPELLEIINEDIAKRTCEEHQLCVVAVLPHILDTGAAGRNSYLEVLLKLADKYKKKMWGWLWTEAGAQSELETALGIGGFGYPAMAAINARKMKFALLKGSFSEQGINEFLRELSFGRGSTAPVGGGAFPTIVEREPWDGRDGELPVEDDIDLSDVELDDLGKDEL
# C2C12 statin = suppressors of simvastatin-induced myotoxicity in C2C12 myotubes | 0.78% of 330,000 active | rescue of ATP level, % at 7.49 µM | ATP luminescence, 48 h; scaled: DMSO 0, geranylgeraniol control 100;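 active means mean ATP rescue above about 67%, or every replicate alone reaching that limit, limit read from the data, passing the limit was not always enough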;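 further: myotubes were challenged with 10 µM simvastatin during compound exposure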
# miR-122 sensor = blocks miR-122 activity in Huh7 sensor cells; Huh7 miR-122 Renilla luciferase sensor, 48 h; neutral wells = 0, positive control = 100; activation (reporter increase), % at 12.5 µM; 0.3% of 340,000 active; AID 602342;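 active means mean replicate activation score at least 90 and every replicate individually at or above 90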;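 further: higher luciferase means less miR-122 activity so hits act as miR-122 inhibitors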
# Cneo AK release = Cryptococcus neoformans lysis via adenylate kinase release; C. neoformans lysis, adenylate kinase release luminescence, 4 h; normalised: neutral wells 0, clomiphene wells 100; AID 651654; lysis activity, % at 15 µM; 0.2% of 360,000 active;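 active means mean lysis activity across replicates of at least 80%, whatever share of replicates individually reach that level; inactive means mean lysis activity below 80%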
#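 Material – Cryptococcus neoformans yeast cells · Quantity – 5 × 10^6 yeast cells/mL · Buffer or medium – YPD medium · Compound – single dose · Timing – 4 h static compound exposure, 37 °C, read 1 h post-reagent · Signal – adenylate kinase release luminescence · Read-out basis – lysis from increased AK signal · Benchmarks – Clomiphene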
# esBAF inh = blocks esBAF chromatin remodeling in mouse ES cells; Bmi1-luciferase knock-in reporter, 24 h; 100% = twice the neutral-well signal; reporter increase, % at 12.5 µM; 2% of 350,000 active; AID 602393; in the data active means activation above about 40%;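 further: 0% = median of the plate's neutral control wells and 100% = double that signal; a rise in the Bmi1 reporter signal indicates esBAF inhibition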
# SIRT5 block = inhibitors of human sirtuin-5 desuccinylase; Q9NXA8; Purified SirT5, succinyl-peptide AMC, trypsin-coupled fluorescence; inhibition, % at 15 µM; 1.1% of 330,000 active; AID 652115; in the data active means inhibition above about 15%
# Target sequence (Q9NXA8 whole entry, looked up): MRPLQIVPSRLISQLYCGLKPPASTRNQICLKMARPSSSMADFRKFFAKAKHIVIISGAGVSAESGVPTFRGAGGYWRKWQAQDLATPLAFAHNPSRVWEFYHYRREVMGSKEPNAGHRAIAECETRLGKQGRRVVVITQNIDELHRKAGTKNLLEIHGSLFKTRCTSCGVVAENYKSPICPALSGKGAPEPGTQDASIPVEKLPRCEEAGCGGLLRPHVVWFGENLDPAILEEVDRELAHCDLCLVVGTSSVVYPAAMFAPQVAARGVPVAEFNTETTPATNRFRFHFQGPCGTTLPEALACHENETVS
# ARNT TACC3 PPI = disrupts binding between human ARNT and TACC3; AlphaScreen His-ARNT PAS-B/GST-TACC3 binding, luminescence; TACC3 fragment carries E629A point mutation; inhibition, % at 9.99 µM; 0.66% of 390,000 active; AID 623870;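 active means mean inhibition of replicates at least 50% and at least half of replicates each reaching 50%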;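 further: 0% = complete ARNT plus TACC3 wells and 100% = ARNT alone without TACC3; many hits fall short of the cut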
# * marks the source's active call; other numbers are inactive results; nt = no result given; [ ] = another dose, or the depositor's remark.
# Sample of the layout (6 entries):
[1] COc1ccc(C2Nc3ccccc3C(=O)N2c2ccc(F)cc2)cc1Cn1nnc2ccccc21 (stereo unspecified)
[2] C[C@@H]1CN([C@H](C)CO)C(=O)c2cc(NC(=O)Nc3ccc(F)cc3)ccc2O[C@H]1CN(C)S(=O)(=O)c1cccs1
[3] O=C(C[C@H]1CC[C@H]2[C@@H](COC[C@@H](O)CN2C(=O)c2ccccc2)O1)NCc1ccc(-c2ccccc2)cc1
[4] CCN(CCCNC(=O)COc1cc(=O)n(CC)c2ccccc12)Cc1ccccc1
[5] Cc1ccc(S(=O)(=O)N(C)C[C@@H]2OCCCC[C@@H](C)Oc3ccc(NS(=O)(=O)c4ccc(Cl)cc4)cc3C(=O)N([C@H](C)CO)C[C@@H]2C)cc1
[6] CN1C(=O)c2cc(NC(=O)Cc3cccs3)ccc2OC[C@@H]2O[C@H](CC(=O)NCC3CCCCC3)CC[C@H]21

Compound	1	2	3	4	5	6
ERp5 block	nt	3	2	nt	2	0
C2C12 statin	nt	13	11	nt	2	-80
miR-122 sensor	8	10[16.7 µM]	-4[16.7 µM]	-3	0[16.7 µM]	7[16.7 µM]
Cneo AK release	0	-3	-1	-2	-1	38
esBAF inh	nt	-1	2	nt	-3	-5
SIRT5 block	nt	5	-1	nt	15	10
ARNT TACC3 PPI	2	-1	2	-7	-8	19

# All compounds of this part, from the first entry:
[1] COc1ccc(C2Nc3ccccc3C(=O)N2c2ccc(F)cc2)cc1Cn1nnc2ccccc21 (stereo unspecified)
[2] C[C@@H]1CN([C@H](C)CO)C(=O)c2cc(NC(=O)Nc3ccc(F)cc3)ccc2O[C@H]1CN(C)S(=O)(=O)c1cccs1
[3] O=C(C[C@H]1CC[C@H]2[C@@H](COC[C@@H](O)CN2C(=O)c2ccccc2)O1)NCc1ccc(-c2ccccc2)cc1
[4] CCN(CCCNC(=O)COc1cc(=O)n(CC)c2ccccc12)Cc1ccccc1
[5] Cc1ccc(S(=O)(=O)N(C)C[C@@H]2OCCCC[C@@H](C)Oc3ccc(NS(=O)(=O)c4ccc(Cl)cc4)cc3C(=O)N([C@H](C)CO)C[C@@H]2C)cc1
[6] CN1C(=O)c2cc(NC(=O)Cc3cccs3)ccc2OC[C@@H]2O[C@H](CC(=O)NCC3CCCCC3)CC[C@H]21

Compound	1	2	3	4	5	6
ERp5 block	nt	3	2	nt	2	0
C2C12 statin	nt	13	11	nt	2	-80
miR-122 sensor	8	10[16.7 µM]	-4[16.7 µM]	-3	0[16.7 µM]	7[16.7 µM]
Cneo AK release	0	-3	-1	-2	-1	38
esBAF inh	nt	-1	2	nt	-3	-5
SIRT5 block	nt	5	-1	nt	15	10
ARNT TACC3 PPI	2	-1	2	-7	-8	19

[7] CCNC(=S)NNC(=O)c1cc(-c2ccc(OC)cc2)nc2ccccc12
[8] O=C(CCCc1cccs1)Nc1ccc2c(c1)OCO2
[9] CC(=O)Nc1cccc(-c2nc3ccc(NC(C)=O)cc3s2)c1
[10] CCOc1ccc(/C=C(/C#N)c2nnc(N3CCOCC3)n2-c2ccccc2)cc1OC
[11] CCc1cccc2sc(N3CCN(C(=O)c4ccc([N+](=O)[O-])o4)CC3)nc12
[12] CCN(CC)C(=O)Cn1cc(C(=O)C(=O)NCc2ccco2)c2ccccc21

Compound	7	8	9	10	11	12
ERp5 block	nt	7	-1	0	nt	-4
C2C12 statin	-28	nt	-2	-1	35	nt
miR-122 sensor	11	nt	-29	8	12	nt
Cneo AK release	-15	nt	nt	0	-1	nt
esBAF inh	-20	nt	54*	3	12	nt
SIRT5 block	nt	0	-5	nt	nt	-3
ARNT TACC3 PPI	6	-15	-2	2	14	-3

[13] CO[C@@H]1CN(C)C(=O)c2cc(NC(=O)c3cccc(F)c3)ccc2OC[C@@H](C)NC[C@@H]1C
[14] COc1ccc(/C=C2\SC(=N)N(c3ccc(F)cc3)C2=O)cc1
[15] Cc1cc(C(=O)CN2C(=O)C(=O)N(Cc3ccccc3)C2=O)c(C)n1-c1ccccc1F
[16] CCCNC(=O)N1C[C@H]2[C@@H](c3ccccc31)[C@H](CO)N2C(=O)CN1CCOCC1
[17] Cc1nc(Nc2cccc(C(C)O)c2)c2nnn(Cc3ccc(F)cc3)c2n1 (stereo unspecified)
[18] COc1ncccc1-c1nnn(-c2ccc(Cl)c(Cl)c2)n1

Compound	13	14	15	16	17	18
ERp5 block	3	-3	-4	-4	3	1
C2C12 statin	1	nt	nt	4	10	17
miR-122 sensor	4[16.7 µM]	nt	0	29[16.7 µM]	1	5
Cneo AK release	-2	nt	nt	-2	2	-3
esBAF inh	0	nt	nt	2	-3	88*
SIRT5 block	-3	8	-5	0	1	-2
ARNT TACC3 PPI	-11	-1	1	1	-2	-3

[19] OC(c1ccc(F)cc1)c1nc(-c2ccccc2)cs1 (stereo unspecified)
[20] COc1ccc(C)cc1NC(=O)CN1C(=O)COc2ccc(S(=O)(=O)N3CCCCCC3)cc21
[21] C[C@H](CO)N1C[C@H](C)[C@H](CN(C)Cc2ccc(-c3ccccc3)cc2)Oc2ncc(C#CCN(C)C)cc2C1=O
[22] O=[N+]([O-])c1ccccc1-n1cnc2ccccc21
[23] Cc1nnc(SCC(=O)NC(C)(C)C)n1NCc1ccc(N(C)C)cc1
[24] CCOC(=O)c1[nH]c2ccc(F)cc2c1NC(=O)c1cc(OC)c(OC)c(OC)c1

Compound	19	20	21	22	23	24
ERp5 block	0	2	-2	5	7	nt
C2C12 statin	13	6	-6	nt	3	15
miR-122 sensor	-3	5	34[16.7 µM]	-2	11	-4
Cneo AK release	-1	0	45	nt	-1	0
esBAF inh	39	4	-3	nt	-6	5
SIRT5 block	-1	-1	-5	0	-3	nt
ARNT TACC3 PPI	nt	2	11	-24	0	-2

# Single records (already shown):
# `O=[N+]([O-])c1ccccc1-n1cnc2ccccc21` is listed as ERp5 block = 5; C2C12 statin = nt; miR-122 sensor = -2; Cneo AK release = nt; esBAF inh = nt; SIRT5 block = 0; ARNT TACC3 PPI = -24
# `OC(c1ccc(F)cc1)c1nc(-c2ccccc2)cs1` (stereo unspecified) is listed as ERp5 block = 0; C2C12 statin = 13; miR-122 sensor = -3; Cneo AK release = -1; esBAF inh = 39; SIRT5 block = -1; ARNT TACC3 PPI = nt

# Next part.
[25] COc1ccc(CN(C)C[C@H]2Oc3ccc(NC(=O)Nc4ccccc4)cc3C(=O)N([C@H](C)CO)C[C@H]2C)cc1
[26] CCOCCCNC(=O)C1CCCN1S(=O)(=O)c1ccc(Cl)cc1 (stereo unspecified)
[27] COc1ccc(/C=N/NC(=O)C2c3ccccc3-c3ccccc32)cc1
[28] COc1ccc([N+](=O)[O-])cc1N(CC(=O)Nc1ccccc1C(=O)N1CCOCC1)S(C)(=O)=O
[29] CS(=O)(=O)N(CC(=O)N1CCN(c2ccccc2F)CC1)c1cc(C(F)(F)F)ccc1Cl
[30] Cc1cccc(C)c1NC(=O)C(NC(=O)c1ccccn1)c1ccccc1[N+](=O)[O-] (stereo unspecified)

Compound	25	26	27	28	29	30
ERp5 block	-9	nt	1	-2	nt	1
C2C12 statin	-13	-5	nt	nt	6	1
miR-122 sensor	3[16.7 µM]	-5	nt	nt	81	-6
Cneo AK release	-2	0	nt	6	5	-1
esBAF inh	-4	-1	nt	nt	3	-23
SIRT5 block	4	nt	-2	-4	nt	-3
ARNT TACC3 PPI	-31	-4	-7	-1	-5	3

[31] C[C@H]1CN([C@@H](C)CO)C(=O)Cc2cc(NS(=O)(=O)c3cccs3)ccc2O[C@@H]1CN(C)C(=O)Nc1ccc(C(F)(F)F)cc1
[32] O=C(NCC1COc2ccccc2O1)c1ccc(Br)s1 (stereo unspecified)
[33] CCOc1ccccc1C(=O)N[C@H](C(=O)OCc1csc(CC(=O)Nc2ccc(C)cc2)n1)C(C)C
[34] COc1cccc2cc(-c3ccccc3)oc12
[35] C[C@H](CO)N1C[C@H](C)[C@@H](CN(C)C(=O)c2ccccn2)Oc2ncc(C3=CCCC3)cc2C1=O
[36] Cc1noc(C)c1NC(=O)NCC[C@H]1CC[C@@H](NC(=O)c2ccncc2)[C@H](CO)O1

Compound	31	32	33	34	35	36
ERp5 block	nt	-1	-8	2	-6	-2
C2C12 statin	-12	-6	-11	-3	9	9
miR-122 sensor	2[16.7 µM]	nt	-1	-4	23[16.7 µM]	nt
Cneo AK release	-3	-2	-2	0	-4	-1
esBAF inh	5	42*	nt	34	8	-5
SIRT5 block	3	2	-3	1	-4	-1
ARNT TACC3 PPI	0	3	-8	nt	-1	-17

[37] Nc1nc(SCC(=O)N2CCN(c3ccccc3)CC2)n[nH]1
[38] O=C(CNC(=O)c1ccco1)N=Nc1c(O)[nH]c2ccc(Br)cc12
[39] OC[C@@H]1CN(Cc2ccco2)C[C@H](n2cnc3c(NCc4ccncc4)ncnc32)O1
[40] COc1ccccc1NS(=O)(=O)c1cccc(C(=O)N/N=C/c2c(CO)cnc(C)c2O)c1
[41] Cc1noc(C)c1NC(=O)N(C)C[C@@H]1Oc2ccc(NC(=O)NC3CCCCC3)cc2C(=O)N([C@H](C)CO)C[C@@H]1C
[42] CCCn1nc(C(=O)NC2CC2)c2ccccc2c1=O

Compound	37	38	39	40	41	42
ERp5 block	1	-3	0	-2	-8	1
C2C12 statin	1	-4	20	2	-5	-4
miR-122 sensor	-9	-3	0	nt	-6[16.7 µM]	nt
Cneo AK release	2	0	-3	-1	2	1
esBAF inh	-6	5	0	-3	-2	-14
SIRT5 block	-1	1	nt	-1	-1	-4
ARNT TACC3 PPI	-4	nt	nt	nt	-2	nt

[43] Cc1cccc(C(=O)NC(=S)NNC(=O)COc2ccc(Cl)cc2)c1
[44] O=C(O)c1ccc(C(=O)Nc2cccc(NC(=O)C3CCCO3)c2)cc1 (stereo unspecified)
[45] O=C(NC1CCCC1)c1ccccc1-c1ccccc1
[46] CCC(C)NC(=S)Nc1ccc2nc(N3CCOCC3)cc(C)c2c1 (stereo unspecified)
[47] CCn1c(CNC(C)=O)nnc1SCC(=O)c1ccc(Br)cc1
[48] COCCNC(=O)CS(=O)(=O)Cc1nc(-c2ccc(C)cc2)oc1C

Compound	43	44	45	46	47	48
ERp5 block	0	nt	nt	3	nt	-3
C2C12 statin	-9	-24	0	-21	-5	-3
miR-122 sensor	0	-1	-3	12	79	-4
Cneo AK release	-4	0	nt	-3	-3	-1
esBAF inh	8	-8	-3	11	-3	-6
SIRT5 block	-3	nt	nt	1	nt	1
ARNT TACC3 PPI	-12	-11	-26	1	9	-1

[49] C[C@H](CO)N1C[C@H](C)[C@H](CN(C)C(=O)Nc2ccc(F)cc2)Oc2c(NC(=O)C3CCOCC3)cccc2C1=O
[50] CC1Sc2ccc(C(=O)N3CCCC(C(F)(F)F)C3)cc2NC1=O (stereo unspecified)
[51] O=C(c1ccc(F)cc1)N(C(=O)c1ccc(F)cc1)c1ncccn1
[52] CC(=O)N(Cc1ccc(Cl)cc1)c1cnccn1
[53] O=C(Cc1ccccn1)NCC[C@@H]1CC[C@H](NC(=O)c2ccccc2F)[C@H](CO)O1
[54] O=c1[nH]c2ccccc2cc1CN(CC1CCCO1)S(=O)(=O)c1ccccc1 (stereo unspecified)
[55] CCC(/C=N/NC(=O)c1ccccc1F)CC
[56] C[C@@H]1CCCCO[C@H](CN(C)Cc2ccc(C(=O)O)cc2)[C@H](C)CN([C@H](C)CO)C(=O)c2cc(NS(=O)(=O)c3cn(C)cn3)ccc2O1
[57] O=[N+]([O-])c1ccc(N2CCN(CCOc3nonc3-c3ccccc3)CC2)c(Cl)c1

Compound	49	50	51	52	53	54	55	56	57
ERp5 block	-4	-4	-4	2	-1	-3	2	nt	2
C2C12 statin	34	nt	nt	3	4	16	nt	nt	-16
miR-122 sensor	1[16.7 µM]	nt	-2	-7	nt	8	nt	2[16.7 µM]	-8
Cneo AK release	-3	-1	nt	5	20	-4	nt	-3	3
esBAF inh	0	nt	nt	-6	-1	-1	nt	4	-10
SIRT5 block	-5	8	-5	-3	-1	-3	-5	nt	-3
ARNT TACC3 PPI	-6	-21	31	-7	13	-4	-11	7	7
